NPYLR7 ag: agonists of mosquito NPYLR7 receptor, primary screen, cell-based, Aedes aegypti, calcium fluorescence, mosquito biting behavior | activation, % at 10 µM | HEK293T NPYLR7/Galpha15, GCaMP6s calcium fluorescence | actives 0.15% (n = 270,000) | Aedes aegypti neuropeptide Y-like receptor 7 (NPYLR7); in the data active means activation above about 40%;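 further: 0% = vehicle and 100% = reference agonist at the receptor; some compounds past the cut are filed as inactive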
hcGAS inh: Primary biochemical luminescence assay for human cyclic GMP-AMP synthase inhibitors | Q8N884 | recombinant h-cGAS, ATP depletion, Kinase-Glo luminescence | inhibition, % at 12.5 µM | actives 0.081% (n = 290,000);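 further: 0% = vehicle reaction and 100% = reaction without DNA for no activity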
Target sequence (Q8N884 whole entry, looked up): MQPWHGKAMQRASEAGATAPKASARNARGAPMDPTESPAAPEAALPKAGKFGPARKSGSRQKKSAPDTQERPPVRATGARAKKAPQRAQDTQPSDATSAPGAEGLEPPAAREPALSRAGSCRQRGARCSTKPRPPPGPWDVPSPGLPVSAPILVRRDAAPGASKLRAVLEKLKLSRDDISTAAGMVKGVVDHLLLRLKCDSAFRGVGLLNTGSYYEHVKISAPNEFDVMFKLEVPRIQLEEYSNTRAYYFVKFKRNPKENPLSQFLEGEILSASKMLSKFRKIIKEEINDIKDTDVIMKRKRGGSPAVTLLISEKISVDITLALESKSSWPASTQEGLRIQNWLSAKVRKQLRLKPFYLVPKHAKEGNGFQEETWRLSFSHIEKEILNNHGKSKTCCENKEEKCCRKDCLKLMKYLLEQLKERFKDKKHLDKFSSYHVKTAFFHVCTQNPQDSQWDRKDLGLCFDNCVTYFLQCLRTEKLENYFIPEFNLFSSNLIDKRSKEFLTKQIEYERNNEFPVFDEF
mcGAS lum: cyclic GMP-AMP synthase inhibitors, mouse, primary biochemical chemiluminescence; AID 1259399, 2018; inhibition, % at 12.5 µM; recombinant cGAS, Kinase-Glo ATP depletion luminescence; Q8C6L5; actives 0.15% (n = 160,000);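 further: 0% = negative control wells and 100% = reference inhibitor with no enzyme activity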
Numbers without * were called inactive; · = no result given; & = joins results of further samples. Unless noted, no stated cut-off is given here; in the data, active means inhibition above about 40%; inactive means the rest.

Order of values – NPYLR7 ag, hcGAS inh, mcGAS lum
CCC(=O)N(C=C1Sc2ccccc2C1=O)c1ccccc1
  7, -25, -11
COc1ccc(-c2nc3ccc(C)cn3c2NC(C)(C)C)cc1OC
  -5, -6, -8
COc1cc(OC)cc(C(=O)N2CCc3ccccc3C2c2ccc(C)cc2)c1 (stereo not drawn)
  16, -10, -4
COc1cn(CC(=O)NC(C)C)c(CN2CCCCC2)cc1=O
  -4, -5, -9
COc1cccc(Cc2nc3c(c(=O)[nH]2)CN(C(=O)Nc2cccc(OC)c2)CC3)c1
  8, -1, -3
COC(=O)Cn1c(=NC(=O)CCc2ccccc2)sc2cc(F)ccc21
  -1, -7, ·
CCc1nc(NC(=O)CCc2ccc(F)c(F)c2)sc1C
  -1, -19, -9
CCCC(=O)N1CCC1(C)C(=O)Nc1cccc(F)c1 (stereo not drawn)
  -2, -10, -6
CCOC(=O)CNC(c1ccccc1)c1cc(Br)ccc1NC(C)=O (stereo not drawn)
  -3, -1, -5
CCCCN(CC(=O)Nc1cc(C(C)(C)C)nn1-c1ccc(Cl)c(Cl)c1)C(=O)C1CC1c1ccccc1 (stereo not drawn)
  21, -14, -5
Cc1ccc(CN(CCc2ccccc2)C(=O)CN(CCN2CCCC2)C(=O)Nc2cccc(Cl)c2)o1
  1, -2, -4
CCc1nc2ccc(C(=O)Nc3ccc4c(c3)OCC(=O)N4)cn2c1N(C)C(=O)C1CCCCC1
  -5, -4, -2
COc1ccccc1-c1n[nH]c(=O)n1CCC(=O)O
  0, -3, ·
N#CC(=Cc1ccco1)C(=O)O
  7, -1, -3
Cc1ccc(C(=O)Nc2ccc(-c3noc(-c4cccc(Cl)c4)n3)cc2)cc1[N+](=O)[O-]
  -3, 2, ·
Nc1cc(-c2cccc(Cl)c2)nn1-c1ccc(C(=O)N2CCC(O)(c3ccccc3)CC2)cc1
  2, -10, -4
COCCN(Cc1cccc(O)c1)Cc1ccccc1F
  4, -6, -9
CCN(C(=O)c1ccccc1NCC(=O)O)C1CCOC(C)(C)C1 (stereo not drawn)
  7, -3, ·
OC(Cc1ccccc1)CN(Cc1c(-c2ccc(F)cc2)noc1N1CCOCC1)CC1CCCO1 (stereo not drawn)
  ·, 0, -4
NC(c1ccc(F)cc1)c1cccc(C(F)(F)F)c1 (stereo not drawn)
  21, -6, ·
O=C(CSc1nc2[nH]ncc2c(=O)n1-c1ccccc1)Nc1ccc2c(c1)OCCO2
  3, -11, ·
CC1(C)CN=C(SCC(=O)NC(c2ccccc2)c2cccs2)NC1 (stereo not drawn)
  -1, -9, ·
O=C(Nc1cccc2c1CCCC2)c1cccc(CN2CC[C@H](O)C2)c1
  1, -1, -15
COc1cc(OC)c(C(c2c(O)cc(C)[nH]c2=O)c2c(O)cc(C)[nH]c2=O)cc1OC
  7, -6, -7
CSC1=NCCN1C(=O)c1ccc(Cl)cc1
  -1, -3, -2
O=C(O)CN1C(=O)C(=C2C(=O)N(CC(=O)O)c3ccccc32)SC1=S
  1, -8, -1
NC(=S)NCCCC(N)C(=O)O (stereo not drawn)
  4, -2, -3
O=C(C1=COCCO1)N1CCN(c2nc3c(F)cc(F)cc3s2)CC1
  3, 0, 1
Cc1ccc(F)c(CC(=O)N2CCOC(COc3ccc4c(c3)CCCC4)C2)c1F (stereo not drawn)
  24, -5, ·
CN(CC1CCCCO1)C(=O)CCNS(C)(=O)=O (stereo not drawn)
  10, -4, ·
CC(=O)Nc1ccc(-c2nc3c(Cl)cccc3[nH]2)cc1
  -2, -2, -3
COc1cccc([C@@H]2CCCN(C(=O)c3ccc(-n4cnnc4)cc3)C2)c1
  5, -2, -18
Cc1ccc(CNC(=O)c2cc(N(C)C3CCCCC3)nc3ccccc23)o1
  4, -6, -6
CCCC(C)NC(=O)NCCc1cc(OC)c(OC)cc1Br (stereo not drawn)
  0, -8, ·
Cc1cc(C)c(OCC(=O)Nc2ccc(NC(=O)c3ccco3)c(C)c2)c(Cl)c1
  6, 4, ·
C#CCN(CC(=O)NC(C)(C#N)C1CC1)Cc1cccc(C)n1 (stereo not drawn)
  6, 5, ·
Cc1ccc(C(=O)CCC(=O)NCc2ccc(OC(F)F)cc2)cc1C
  1, -12, -20
O=c1sc2ccccc2c(N2CCN(c3ccccc3)CC2)c1[N+](=O)[O-]
  -2, 8, 3
CCOc1ccccc1CNc1nc2nc(C)c(Cl)c(=O)n2[nH]1
  16, -2, ·
Cn1c(C(=O)NCC2CCOC2)cc(Cl)c1Cl (stereo not drawn)
  4, 2, ·
CCn1c(C)nnc1SCCNC(=O)c1cnn2c1CCCC2
  6, -7, ·
C/C(=C/C(=O)Nc1ccc(Cl)cc1)NCc1ccc(C)cc1
  -5, -6, -15
S=c1[nH]nc(-c2cc3ccccc3[nH]2)n1-c1ccccc1
  0, -7, -4
Cc1cnccc1/C=C/c1cccc2ccccc12
  -1, -3, -5
CC[C@@H]1C[C@H](NC(=O)c2ccccc2)C[C@H](CCc2ccccc2)O1
  -2, 1, -13
CCOC(=O)C1CCCN(Cc2nc3c(cnn3C)c(=O)[nH]2)C1 (stereo not drawn)
  -3, -10, -15
CCN(Cc1noc(C)n1)C(=O)C1(COC)CCC1
  11, -7, ·
CCOc1ccc(-c2cn(-c3ccc(Br)cc3)c(=S)[nH]2)cc1
  -3, 2, ·
CC1CN(C(=O)COc2ccc(C(=O)c3ccccc3)cc2)CC(C)O1 (stereo not drawn)
  7, -7, ·
O=C(C1CCCCC1)N(CCN1CCOCC1)c1nc2c(F)cccc2s1
  17, -13, ·

More results follow.
Order of values – NPYLR7 ag, hcGAS inh, mcGAS lum
COc1ccccc1N1CCN(C(=O)c2csc(CSc3nnc(C)n3-c3ccccc3)n2)CC1
  0, 6, 1
Oc1ccc(Cl)cc1Nc1nc2ccccc2n2nnnc12
  1, -1, -1
COC(=O)C1=C(C)N(Cc2ccccc2)C(=O)/C1=C\c1ccc(C(=O)O)cc1
  -3, -4, 12
CCCC1CCN(C(=O)c2cc(S(=O)(=O)NC(C)(C)C)ccc2C)C1 (stereo not drawn)
  0, -7, ·
O=C(NC1CCN(C(=O)NCC(F)(F)F)CC1)c1ccc(F)cc1
  11, -11, ·
O=C(c1ccc(-c2cc(-c3cccc(C(F)(F)F)c3)n[nH]2)cc1)N1CCc2ccccc2C1
  -2, -4, -5
CCN1C(=O)NC(c2ccccc2[N+](=O)[O-])C(C(=O)OC2CCCCC2)=C1C (stereo not drawn)
  -2, -4, -5
Cc1cc(-n2nc(C)nc2-c2ccc(C3CCCN3)s2)ccn1 (stereo not drawn)
  -2, -2, ·
CNC(=O)[C@@H]1[C@@H](OC(=O)Nc2ccccc2)C(=O)N(C)C12CCN(C(=O)OCc1ccccc1)CC2
  7, 5, 1
Cc1cc(C(=O)N(Cc2ccccc2)[C@@H]2C[C@@H]3COCC[C@]3(c3ccccc3)C2)n(C)n1
  20, -4, -9
CCn1ccnc1CN(C)Cc1nc(-c2ccc(C(=O)OC)cc2)no1
  14, -6, -11
COc1cccc(C(=O)N(Cc2nccn2Cc2ccc(C(F)(F)F)cc2)CC2CCCO2)c1 (stereo not drawn)
  6, -5, -6
O=C(OC1CCCCC1=O)c1ncc(Cl)c(Cl)c1Cl (stereo not drawn)
  -1&-5, 1&10, ·
c1ccc(CN2CCC(NCc3ccccc3-n3ccnc3)CC2)nc1
  10, -10, -14
CC(=O)NCCC(=O)Nc1ccccc1C(=O)Nc1c(C)cccc1C
  18, -3, -17
Cc1ccc(-n2ncc3c(=O)n(NC(=O)/C=C/c4ccccc4)cnc32)cc1
  1, -15, ·
O=S(=O)(NCc1ccco1)c1cc(Cl)ccc1Cl
  1, 1, ·
Ic1cccc(-c2nc(-c3ccncc3)no2)c1
  1, -6, -4
COCCNC(=O)c1cc(NC(=O)Nc2ccc(Br)cc2)ccc1N1CCCC1
  22, -1, -6
O=c1/c(=C/c2ccc(-c3ccccc3[N+](=O)[O-])o2)sc2nc(C3COc4ccccc4O3)nn12 (stereo not drawn)
  -7, 3, ·
N#CCCN(/N=C\c1ccccc1)C(N)=S
  1, -1, ·
Cc1nc(CN2CCN(c3nc(C(F)F)nc4ccccc34)CC2)no1
  9, -6, ·
COc1ccc(C)cc1NC(=O)c1cc(Cl)c2c(c1)OCO2
  2, -3, ·
COc1cccc(Cc2nsc(N3CCN(CCNC(=O)c4ccc5c(c4)OCO5)CC3)n2)c1
  9, -2, -5
Cc1cc2oc(=O)cc(-c3cc4ccccc4o3)c2cc1OCC(N)=O
  -2, -3, -8
Cc1ccc(NC(=O)C2(C)CCN2CC2CCOC2)cc1O (stereo not drawn)
  4, -2, ·
COC(=O)C1=C(C)NC(=O)NC1c1cc2c(cc1Cl)OCO2 (stereo not drawn)
  1, -4, -3
CC(C)C(=O)Nc1ccc(SCC(=O)N2CCCCCC2)nn1
  3, -4, ·
CC(=O)NCC1CCCN(Cc2cccc(Cn3cccn3)c2)C1 (stereo not drawn)
  2, -2, ·
O=C(NCC(c1cccs1)N1CCOCC1)c1cc2ccccc2cc1NC(=O)C1CC1 (stereo not drawn)
  6, -6, ·
Cc1cc(C)cc(C(=O)NCCn2cc(SC(=N)N)c3ccccc32)c1
  -6, -7, -7
COCC(=O)N1CCC2(CC1)CN(Cc1cc3ccccc3o1)CCN2C
  3, -6, ·
CC1CCCN(c2cc3c(cc2F)c(=O)c(S(=O)(=O)c2ccccc2)cn3C)C1 (stereo not drawn)
  22, -14, -9
COc1ccc(-c2n[nH]c(=S)n2-c2ccc(Cl)cc2)cc1
  1, -9, -6
C=CCn1c(P(=O)(O)c2ccccc2)nc2ccccc21
  -6, -4, ·
COc1ccc(C(=O)C2CCCN(C(=O)C3=CCCCC3)C2)cc1OC (stereo not drawn)
  3, -5, -8
COC(=O)C1=C(C)N(C2CCS(=O)(=O)C2)C(=O)NC1c1ccc(F)cc1 (stereo not drawn)
  7, -5, ·
COc1ccc(C2=NOC(CNCc3cccc(F)c3)C2)cc1 (stereo not drawn)
  -4, -3, ·
COc1ccc2nc(Cn3ccnc3-c3cnc(N4CCCC4)nc3)[nH]c2c1
  ·, -10, -15
CC1=C(C(=O)OC(C)C)C(c2ccccc2)NC(=S)N1C (stereo not drawn)
  -1, -6, ·
Cc1oc(-c2cccs2)nc1C(=O)N(C)Cc1ccccc1O
  3, 1, -1
Cc1cccc(N2C(=O)CSC2c2ccccn2)c1 (stereo not drawn)
  -5, -6, ·
O=C(CCc1nnc(CCc2ccccc2)o1)N1C[C@H]2CC[C@H]1C2
  6, -4, -3
CCOC(=O)C1=C(C)NC(=S)NC1c1ccc(Cl)cc1 (stereo not drawn)
  0, -5, -7
O=C1CCc2cc(C(=O)c3cc4cc5c(cc4o3)OCO5)ccc2N1
  18, -4, ·
O=C(C1CCN(S(=O)(=O)c2ccc(F)cc2)CC1)N1CCCCCC1
  -5, -7, ·
O=C(CC1CSc2nc3c(c(=O)n21)CCC3)N1CCN(c2ccccc2)CC1 (stereo not drawn)
  -1, -5, ·
CCOCCn1c(=O)c2c(nc3n2CC(C)CN3c2ccccc2C)n(C)c1=O (stereo not drawn)
  11, -14, ·
O=C1NCC2(CCN(Cc3c(C(=O)N4CCCC4)nc4ccccn34)CC2)O1
  7, -1, ·
CCC1CN(Cc2csc(C(=O)OC)c2)CCN1C(C)C (stereo not drawn)
  -2, 0, ·

Next section:
Order of values – NPYLR7 ag, hcGAS inh, mcGAS lum
CCc1n[nH]c(=O)c(CNC(=O)NCc2ccccc2)c1CC
  3, -5, -11
CCN(C)C(=O)CC1=CSC2=NC(C)=C(C(=O)OC)C(c3ccc(C)cc3C)N12 (stereo not drawn)
  ·, -6, -5
Cc1ccc(C)c(COC(=O)C2COc3ccccc3O2)c1 (stereo not drawn)
  9, -7, ·
O=C(c1ccc2oc(Cc3ccccc3)nc2c1)N(CCO)Cc1ccccc1
  4, -9, ·

High-throughput results as filed in PubChem BioAssay.
